GPT2 inh: inhibitors of human GPT2 alanine aminotransferase | Q8TD30 | Recombinant GPT2, coupled pyruvate oxidase/HRP Amplex Red fluorescence | Potency, µM (highest dose often 57.7 µM), inactives show at the top dose activity change, negative = inhibition, hits mostly inhibitors | 100,000 tested, 0.25% active | AID 1671188; also: potency is read from the fitted curve at half-maximal effect; nearly all actives have a fitted effect of over 60% in size; many of its hits are not listed in these tables
Target sequence (Q8TD30 whole entry, looked up): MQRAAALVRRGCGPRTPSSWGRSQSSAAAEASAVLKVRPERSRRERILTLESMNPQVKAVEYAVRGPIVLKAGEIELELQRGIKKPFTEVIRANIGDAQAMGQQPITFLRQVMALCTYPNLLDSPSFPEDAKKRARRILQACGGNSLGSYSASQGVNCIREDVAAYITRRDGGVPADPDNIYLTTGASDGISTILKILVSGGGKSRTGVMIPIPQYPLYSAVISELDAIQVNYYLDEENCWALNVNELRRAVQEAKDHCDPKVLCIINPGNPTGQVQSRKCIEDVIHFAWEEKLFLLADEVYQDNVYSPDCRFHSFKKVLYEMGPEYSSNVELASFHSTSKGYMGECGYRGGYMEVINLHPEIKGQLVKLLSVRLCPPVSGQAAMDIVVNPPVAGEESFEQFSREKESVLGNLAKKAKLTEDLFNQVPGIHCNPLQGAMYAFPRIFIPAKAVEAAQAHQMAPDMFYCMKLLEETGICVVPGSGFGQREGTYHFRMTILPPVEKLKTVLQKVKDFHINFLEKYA
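Recombinant GPT2 (10ng/uL) with 250uM a-KG and 2mM L-alanine, 30 min at room temperature, in HEPES pH 7.5 buffer. Pyruvate detected by pyruvate oxidase/HRP/Amplex Red fluorescence after 30 min in the dark; AOA (50uM) as positive control.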
SNCA expr inh: reduces expression of the alpha-synuclein gene; Potency, µM (top dose mostly 57.2 µM), for inactives: top-dose activity change, negative = inhibition, most hits filed as inhibitors; HEK-293 SNCA-luciferase knock-in, luminescence, 24 h; 140,000 tested, 0.17% active; AID 1671194;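 also: potency is read from the fitted curve at half-maximal effect; plate controls were DMSO cells for no effect and cell-free wells for full effect; nearly all actives have a fitted effect of over 45% in size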
NIH3T3 tox: NIH 3T3 cell cytotoxicity | 94,000 tested, 4.3% active | NIH 3T3 viability, CellTiter-Glo ATP luminescence, 48-72 h | Potency, µM (series often up to 96.7 µM), without a hit: at the top dose activity change, negative = cytotoxicity, most hits filed as inhibitors; also: potency is read from the fitted curve at half-maximal effect; nearly all actives have a fitted effect of over 55% in size
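NIH 3T3 cells at 400 cells/well received 23 nL of compound by pintool and were incubated 48 or 72 h at 37 °C. Viability was read as ATP-coupled CellTiter-Glo luminescence.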
HEK293 tox: HEK 293 cell cytotoxicity; 94,000 tested, 6.6% active; HEK 293 viability, ATP luminescence (CellTiter-Glo), 48-72 h; Potency, µM (doses to about 115 µM), inactives show top-dose activity change, negative = cytotoxicity, hits mostly inhibitors; AID 1345083; also: potency is read from the fitted curve at half-maximal effect; nearly all actives have a fitted effect of over 60% in size
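Viability of HEK 293 cells, plated at 250 cells/well, was judged by cellular ATP after compound treatment for 48 or 72 hr. Luminescence was imaged 10 min after CellTiter-Glo addition at room temperature.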
HEK293 viab: reduces viability of HEK-293 SNCA reporter cells; 150,000 tested, 0.12% active; HEK-293-SNCA-luc viability, GF-AFC fluorescence, 24 h; Potency, µM (highest dose often 57.1 µM), for inactives: top-dose activity change, negative = cytotoxicity, usual class: cytotoxic;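 also: potency is read from the fitted curve at half-maximal effect; 0% = DMSO-treated cells and -100% = medium-only wells without cells; nearly all actives have a fitted effect of over 30% in size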
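Cytotoxicity counterscreen: after 24 h compound treatment of genome-edited SNCA-luciferase HEK-293 cells, live-cell protease substrate GF-AFC read by fluorescence after 30 min; activity scaled between DMSO (0%) and medium-only (-100%), curves Hill-fitted.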
Luciferase inh: blocks purified firefly luciferase enzyme activity. P08659. Potency, µM (highest dose often 115 µM), without a hit: at the top dose activity change, negative = inhibition, most hits filed as inhibitors. purified P. pyralis luciferase, luminescence, biochemical. 76,000 tested, 2.5% active; also: potency is read from the fitted curve at half-maximal effect; nearly all actives have a fitted effect of over 65% in size
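Purified P. pyralis luciferase (10nM final) in 50mM Tris acetate pH 7.5, 10mM Mg acetate, 0.01% Tween-20, 0.05% BSA with 10uM D-luciferin and 10uM ATP. Compounds titrated qHTS. Luminescence imaged on CCD.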
IP6K1 inhibitor: inhibitors of human IP6K1. activity change, % (series mostly up to about 58 µM). IP6K1 kinase, ADP-Glo luminescence, 2 h; hits give low values. AID 1645851. Q92551. 140,000 tested, 0.81% active; in the data active = activity change below about -25%
Target sequence (Q92551 whole entry, looked up): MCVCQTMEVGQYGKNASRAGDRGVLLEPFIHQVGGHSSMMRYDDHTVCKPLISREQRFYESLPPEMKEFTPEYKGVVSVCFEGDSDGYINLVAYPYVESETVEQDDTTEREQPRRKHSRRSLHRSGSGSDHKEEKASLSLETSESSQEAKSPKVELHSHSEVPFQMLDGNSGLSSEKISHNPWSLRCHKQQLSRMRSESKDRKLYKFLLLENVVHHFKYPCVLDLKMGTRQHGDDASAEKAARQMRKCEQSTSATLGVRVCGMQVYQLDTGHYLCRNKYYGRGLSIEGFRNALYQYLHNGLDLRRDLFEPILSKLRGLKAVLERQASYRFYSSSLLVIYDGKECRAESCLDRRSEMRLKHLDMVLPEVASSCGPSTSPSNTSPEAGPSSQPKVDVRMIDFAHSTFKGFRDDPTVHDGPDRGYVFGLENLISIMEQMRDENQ
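ADP-Glo luminescence measures ADP made by human IP6K1 during a 2 h RT reaction with ATP/IP6 (mix at 1.3 mM/130 uM); top library doses 57.5 and 19.1 uM final.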
Numbers without * were called inactive; i = inactive; ? = inconclusive; · = no result given; [ ] = dose if it differs, or a comment. Unless noted, calls follow the shape of the dose curve; as a rule, active = well fitted curve in the direction sought with a large enough effect; inconclusive = small, poorly fitted or top-dose-only effect, or another doubt; inactive = no such curve, though single readings can be large; an effect the other way counts as inactive or inconclusive. Unless noted, % is scaled to controls: 0 for no effect and ±100 for the full control effect. An excerpt, so the mix of outcomes need not match the whole.

Preview:
SMILES	GPT2 inh	SNCA expr inh	NIH3T3 tox	HEK293 tox	HEK293 viab	Luciferase inh	IP6K1 inhibitor
O=C(CCC1CCCN(CC2=Cc3cc(Cl)ccc3OC2)C1)Nc1ccccc1F (stereo unspecified)	-5%	?	?	?	-9%	5%	15
Fc1ccc(N2CCN(c3nc(-c4ccccc4F)no3)CC2)cc1	i	34%[activator]	-39%	-36%	?	?	-4
CCNc1cc(N2CCC(CCC(=O)N3CCCN(c4ncccn4)CC3)CC2)ncn1	i	-20%	-24%	?	2%	19%	-4
COCCN1Cc2nc(-c3ccc(OC)c(F)c3)ccc2OCC1=O	i	18%[87.6 µM]	?	-23%[172 µM]	1%[87.6 µM]	10%[172 µM]	-3
COc1ccc(-c2cc(N3CCC(NC(=O)CCc4cccc(OC)c4)CC3)n[nH]2)cc1	-20%	4%	-25%	-26%	-1%	2%	26
O=C(NC1CCCCC1)N[C@H]1[C@H](O)[C@@H](N2CCCCC2)[C@@H]2OC[C@H]1O2	3%[88.5 µM]	31%[87.6 µM]	0%[174 µM]	i	4%[87.6 µM]	-5%[172 µM]	-9
O=C(CCCCC(=O)Nc1c(I)cc(I)c(C(=O)O)c1I)Nc1c(I)cc(I)c(C(=O)O)c1I	i	-36%[25.6 µM]	·	·	-18%[23.9 µM]	·	1
CC(=O)N1CCCC1C(=O)N1CCCC1c1nc2ccncc2[nH]1 (stereo unspecified)	-5%[88.5 µM]	16%[87.6 µM]	-14%[138 µM]	-5%[172 µM]	3%[87.6 µM]	·	4
CCNC(=O)[C@@H]1C[C@@H](NC(=O)CN2CCOCC2)CN1Cc1ccc(C)o1	-24%	11%	1%	i	4%	0%	2

The list itself (from the top)
SMILES	GPT2 inh	SNCA expr inh	NIH3T3 tox	HEK293 tox	HEK293 viab	Luciferase inh	IP6K1 inhibitor
O=C(CCC1CCCN(CC2=Cc3cc(Cl)ccc3OC2)C1)Nc1ccccc1F (stereo unspecified)	-5%	?	?	?	-9%	5%	15
Fc1ccc(N2CCN(c3nc(-c4ccccc4F)no3)CC2)cc1	i	34%[activator]	-39%	-36%	?	?	-4
CCNc1cc(N2CCC(CCC(=O)N3CCCN(c4ncccn4)CC3)CC2)ncn1	i	-20%	-24%	?	2%	19%	-4
COCCN1Cc2nc(-c3ccc(OC)c(F)c3)ccc2OCC1=O	i	18%[87.6 µM]	?	-23%[172 µM]	1%[87.6 µM]	10%[172 µM]	-3
COc1ccc(-c2cc(N3CCC(NC(=O)CCc4cccc(OC)c4)CC3)n[nH]2)cc1	-20%	4%	-25%	-26%	-1%	2%	26
O=C(NC1CCCCC1)N[C@H]1[C@H](O)[C@@H](N2CCCCC2)[C@@H]2OC[C@H]1O2	3%[88.5 µM]	31%[87.6 µM]	0%[174 µM]	i	4%[87.6 µM]	-5%[172 µM]	-9
O=C(CCCCC(=O)Nc1c(I)cc(I)c(C(=O)O)c1I)Nc1c(I)cc(I)c(C(=O)O)c1I	i	-36%[25.6 µM]	·	·	-18%[23.9 µM]	·	1
CC(=O)N1CCCC1C(=O)N1CCCC1c1nc2ccncc2[nH]1 (stereo unspecified)	-5%[88.5 µM]	16%[87.6 µM]	-14%[138 µM]	-5%[172 µM]	3%[87.6 µM]	·	4
CCNC(=O)[C@@H]1C[C@@H](NC(=O)CN2CCOCC2)CN1Cc1ccc(C)o1	-24%	11%	1%	i	4%	0%	2
c1ccc2ncc(CNC[C@H]3Cn4c(-c5ccc6c(c5)OCCO6)cnc4CO3)cc2c1	?	?	?	50µM*	?	?	14
COc1ccc(-c2noc([C@@H]3CCCN3C(=O)CCCc3ccccc3)n2)cc1OC	i	36%[activator]	?	?	?	-3%	0
CCOc1ccc(CCNC(=O)CN2C(=O)COc3ccc(S(=O)(=O)N4CCCC4)cc32)cc1	·	3%	·	·	-5%	·	-6
CCc1noc(-c2ccn3c(CNC(=O)CCC4CCCC4)nnc3c2)n1	i	7%	i	i	-7%	9%	15
CCNC(=O)N[C@H]1CC[C@]2(C)CCC([C@H](C)C(=O)NCc3ccccc3OC)[C@H](O)[C@H]2[C@@H]1C (stereo partly specified)	2%	15%	?	-23%	-6%	-16%	-1
Cc1ccc(CNC(=O)Cn2nc(N3CCN(c4ccccc4)CC3)ccc2=O)cc1	·	-3%	·	·	3%	·	8
Cc1noc(-c2nc(-c3ccc(N(C)C)cc3)no2)n1	i	132%[activator]	-7%	16%	2%	-15%	0
O=C(NCc1cccs1)c1ccc2oc(-c3ccccn3)nc2c1	i	79%[activator]	?	?	1%	·	4
Cc1cccc(Nc2ncnc3c2cnn3C)c1C	·	38%[activator]	·	·	1%	·	16
CN(CCC(O)c1ccccc1)C(=O)c1ccc2oc(-c3cccc(F)c3)nc2c1 (stereo unspecified)	-12%	86%[activator]	?	?	6%	-7%	1
CCO[C@H]1CN(C(=O)CN(c2cccc(C)c2)S(C)(=O)=O)C[C@@H]1O	i	-7%	-26%	i	3%	0%	18
COCCn1ncc(N2CCCC(CC(=O)NCCc3ccccc3)C2)cc1=O (stereo unspecified)	?	15%	?	-10%	-13%	-1%	3
COc1ccccc1C(=O)Nc1nc(-c2ccc(Br)cc2)ns1	·	15%	·	·	-15%	·	16
Cc1cccc(CN2C(=O)c3ccccc3S(=O)(=O)c3ccc(C(=O)N4CCCC4)cc32)c1	·	23%	·	·	-3%	·	9
Cc1nn2c(c1-c1ccccc1C(N)=O)N(C(=O)Cc1cccc(F)c1)CCC2	3%[88.5 µM]	17%[87.6 µM]	?	-16%[172 µM]	-1%[87.6 µM]	-22%[172 µM]	9
Cc1cccc(-c2cccc(CN)c2)c1	-8%[88.5 µM]	13%[87.6 µM]	?	?	3%[87.6 µM]	·	-7
CC(=O)Nc1ccc(S(=O)(=O)N2CCC(Oc3ccc(-n4cnnn4)cc3)CC2)cc1	·	10%	·	·	24%	·	19
Cc1ccc2oc([C@H]3CCN(Cc4cccc(Cl)c4)C3)nc2c1	-6%[88.5 µM]	72%[activator][87.6 µM]	?	?	14%[87.6 µM]	-22%[172 µM]	18
O=C(c1ccc(F)cc1)N1CCC2(CC1)CC(N(Cc1ccccc1)C1CC1)CCO2 (stereo unspecified)	i	-13%	?	?	-2%	3%	6
c1ccc(N2CCN(c3cc4c(cn3)CN(Cc3ccncc3)CCN4)CC2)nc1	5%[88.5 µM]	-2%[87.6 µM]	-27%[138 µM]	79µM*	-10%[87.6 µM]	-3%[172 µM]	-18
CCOC(=O)c1c(C)c(-c2ccccc2)n(CC(=O)NC(CC)Cc2ccccc2)c1C (stereo unspecified)	·	14%	·	·	3%	·	25
COc1ccc(NC(=O)c2oc3ccc(S(=O)(=O)N4CCC5(CC4)OCCO5)cc3c2C)cc1Cl	·	0%	·	·	-3%	·	-4
CC(C)c1ccc(NC(=O)c2cn(C3CCCC3)c(=O)c3c2c2ccccc2n3C)cc1	·	10%	·	·	12%	·	-1
COc1cc(CN2CCC3(CCNCC3)C2)cc(OC)c1OC	-12%	16%	-19%	?	2%	-4%	-11
O=C1[C@@H]2CSC(c3ccc(C(F)(F)F)cc3)N2C(=O)N1c1ccccc1 (stereo partly specified)	·	10%	·	·	9%	·	-5
COc1ccccc1-c1ccc(C(=O)N2CCC(C(=O)NCC(F)F)CC2)cc1	-8%	-12%	-35%	?	0%[12.5 µM]	·	14
CCO[C@H]1CN(C2CN(S(=O)(=O)c3ccc(C)cc3)C2)C[C@@H]1O	-8%	26%	2%	i	7%	-4%	-11
CN(C)C(=O)C1CN(C(=O)c2ccncc2)CC12CCOCC2 (stereo unspecified)	i	-6%	-4%	i	0%	5%	14
CCC(=O)N1CCC2(CC1)C(OC)C(=O)N2CC1CC1 (stereo unspecified)	-28%	3%	i	-2%	-4%	4%	4
COc1ccc(-c2cccc(C(=O)N(C)Cc3ccccc3)c2)nn1	·	·	?	?	·	·	-1
COc1ccc(CC(=O)N2[C@@H]3CC[C@H]2CC(NC(=O)c2cnc(C)cn2)C3)cc1OC (stereo partly specified)	i	4%	-5%	-2%	1%	-4%	21
COc1ccc(S(=O)(=O)n2nc(-c3ccco3)nc2NCc2ccc(OC)c(OC)c2)cc1	·	3%	·	·	-15%	·	-8
CN(C)c1cccc(NC(=O)Cc2c[nH]c3ncc(-c4cnn(C)c4)cc23)c1	i	14%[87.6 µM]	32µM*	71µM*	-25%[87.6 µM]	-15%[172 µM]	-14
CCCNC(=O)N1CCOC[C@H](Oc2ccccc2)C1	i	-4%[87.6 µM]	i	i	0%[87.6 µM]	-7%[230 µM]	2
COc1ccc(-c2cc(N3CCC(NC(=O)c4cc(C)cc(C)c4)C3)n[nH]2)cc1 (stereo unspecified)	i	-2%	-17%	?	-3%	-13%	10
Cc1noc(C)c1[S+](=O)([O-])N1CCC(C(=O)N2CCC(c3nc4ncccc4[nH]3)CC2)CC1	-10%	19%	-25%	1%	14%	·	-1
CC(C)CCNC(=O)c1cnc2n1CCN(Cc1ccc3[nH]ccc3c1)CC2	-21%[88.5 µM]	-20%[87.6 µM]	?	?	-8%[87.6 µM]	-5%[172 µM]	-6
CCC(c1cccs1)N1C(=O)[C@H]2CN(S(=O)(=O)c3ccc(C)cc3C)C[C@H]2C1=O (stereo partly specified)	-4%	-29%	?	?	-6%	1%	-11
O=C(Cn1c(=O)nc(-c2ccccc2)c2ccccc21)Nc1ccc(Cl)c(C(F)(F)F)c1	·	70%[activator]	·	·	0%	·	18
COc1ccc(CN2Cc3[nH]nc(-c4ccccc4Oc4ccccc4)c3CC2=O)cc1	i	?	?	?	-29%[87.6 µM]	-13%[172 µM]	12
COc1nccnc1NC1CCN(C(=O)c2n[nH]c3c2CCCC3)CC1	-4%	3%	-11%	3%	-7%	6%	-4

(continued)
SMILES	GPT2 inh	SNCA expr inh	NIH3T3 tox	HEK293 tox	HEK293 viab	Luciferase inh	IP6K1 inhibitor
CC1=C[C@@H](CNC(=O)COCC(=O)O)[C@H](C(C)C)C[C@H]1Cc1nc2ccc(F)cc2[nH]1	-20%[88.5 µM]	22%[87.6 µM]	-7%[138 µM]	i	6%[87.6 µM]	1%[172 µM]	-8
CC1(CNC(=O)c2cnccn2)CCOCC1	i	0%	3%	-4%	7%	1%	5
O=C(c1ccccn1)N1CCN(Cc2ccc(=O)n(CC3CC3)c2)CC1	?	20%	-28%	-14%	2%	-12%	1
O=C(Cc1ccc(Cl)cc1)N1CCN(c2nnc3ccccn23)CC1	2%	-7%	-14%	4%	3%	-2%	25
CCOc1ccccc1NC(=O)C1c2ccccc2C(=O)N(CCOC)C12CCCCC2 (stereo unspecified)	i	-20%	?	-37%	?	0%	12

Bioassay records deposited in PubChem by National Center for Advancing Translational Sciences (NCATS).
